PLCg1 inh – PLC-gamma1 enzyme inhibitors, primary screen, biochemical, fluorescence, purified enzyme. 1-phosphatidylinositol 4,5-bisphosphate phosphodiesterase gamma-1 (Homo sapiens), P19174. fluorogenic substrate. inhibition, % at 12.2 µM. 370,000 tested, 0.84% active; in the data active means inhibition above about 9.5%
ARFGAP1 inhibitor – inhibitors of rat ARFGAP1 GAP activity, primary screen, biochemical, fluorescence polarization, GDP tracer. ADP-ribosylation factor GTPase-activating protein 1 (Rattus norvegicus), Q62848. Arfgap1-stimulated ARF1 GTP hydrolysis, GDP FP detection. inhibition, % at 16.5 µM. 360,000 tested, 0.26% active;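 active means inhibition above a per-plate limit, mean inhibition of low control wells plus 3 SD, cut at about 25% in these data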;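 further: 0% = DMSO wells with enzyme and 100% = wells lacking Arfgap1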
Target sequence (Q62848 1-136 limits assumed): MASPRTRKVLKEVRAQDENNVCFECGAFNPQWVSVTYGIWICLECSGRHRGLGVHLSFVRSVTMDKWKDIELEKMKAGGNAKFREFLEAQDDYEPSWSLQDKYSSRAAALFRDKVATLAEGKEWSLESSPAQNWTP
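Repeats: one replicate per compound; assay system: rat Arfgap1 catalytic domain, aa 1-136; times: enzyme reaction 120 min at 25 °C after 20 min preincubation; detection: FP of antibody-bound GDP Alexa 633 tracer, ex 620/em 688 nm; benchmarks: high control wells lacking Arfgap1, low control full reaction with DMSO; reagent: human ARF1(Δ1-17)-GTP substrate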
proKLK7 act – proKLK7 zymogen activators, primary screen, biochemical, fluorescence intensity. purified proKLK7, EDANS-DABCYL substrate fluorescence; 100% is mature enzyme control, 0% vehicle. 370,000 tested, 0.9% active. Kallikrein-7 (Homo sapiens), P49862. AID 652039, 2013. activation, % at 7 µM;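 active means activation above the mean of all tested compounds plus 3 SD, computed per campaign excluding outliers beyond control limits, cut at about 13% in these data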
MBD2 DNA inh – inhibitors of MBD2 binding to methylated DNA, primary screen, biochemical, TR-FRET, DNA-binding domain, human; Methyl-CpG-binding domain protein 2 (Homo sapiens), Q9UBB5; MBD2 binding to methylated oligonucleotide; inhibition, % at 4.4 µM; 370,000 tested, 0.31% active; in the data active means inhibition above about 13%
UHRF1 binding – UHRF1 methylated DNA binding inhibitors, primary screen, counter-screen for MBD2 inhibitor project, biochemical, TR-FRET, human UHRF1, single concentration | E3 ubiquitin-protein ligase UHRF1 (Homo sapiens), Q96T88 | UHRF1 binding to methylated oligo | inhibition, % at 4.4 µM | 370,000 tested, 0.75% active | AID 687016, 2013; in the data active means inhibition above about 21%;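 further: UHRF1 SRA domain binding a hemimethylated CpG hairpin DNA probe; 0% = median of test compound wells and 100% = reference inhibitor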
ASAP1 GAP inh – inhibitors of human ASAP1 ArfGAP activity, primary screen, biochemical, fluorescence polarization; ASAP1-stimulated ARF1 GTP hydrolysis, GDP FP detection; Arf-GAP with SH3 domain, ANK repeat and PH domain-containing protein 1 (Homo sapiens), …; inhibition, % at 16.5 µM; 360,000 tested, 0.19% active; AID 624377, 2012; in the data active means inhibition above about 25%;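 further: 0% = vehicle with enzyme and substrate and 100% = no enzyme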
Target sequence (Q9ULH1 325-724 limits assumed): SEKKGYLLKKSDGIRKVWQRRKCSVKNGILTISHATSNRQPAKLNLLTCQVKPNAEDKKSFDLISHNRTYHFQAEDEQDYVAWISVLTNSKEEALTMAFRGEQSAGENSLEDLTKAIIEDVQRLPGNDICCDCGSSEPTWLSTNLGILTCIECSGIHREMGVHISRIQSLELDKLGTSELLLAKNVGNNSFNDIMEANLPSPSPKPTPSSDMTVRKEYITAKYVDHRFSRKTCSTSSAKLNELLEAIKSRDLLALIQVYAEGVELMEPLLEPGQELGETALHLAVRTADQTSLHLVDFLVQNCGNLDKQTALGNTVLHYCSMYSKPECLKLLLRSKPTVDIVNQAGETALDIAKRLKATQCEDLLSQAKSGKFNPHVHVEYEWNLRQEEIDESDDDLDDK
ADAM17 inh – ADAM17 inhibitors, primary screen, biochemical, QFRET. Disintegrin and metalloproteinase domain-containing protein 17 (Homo sapiens), P78536. recombinant ADAM17, EDANS/DABCYL FRET peptide cleavage. inhibition, % at 6.95 µM. 370,000 tested, 0.83% active. AID 720648, 2013;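 active means inhibition above the mean of compounds lying between control limits plus 3 SD, set per campaign, cut at about 8.5% in these data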;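 further: 0% = DMSO-only wells as the low control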
DDE Tn6 FP inh – inhibitors of Tn6 peptide binding to fibrin DD(E), primary screen, biochemical, fluorescence polarization, human fibrin, Tn6 probe; Fibrinogen beta chain (Homo sapiens), P02675; Fibrin DD(E) TRITC-Tn6 fluorescence polarization displacement; inhibition, % at 8.3 µM; 370,000 tested, 0.21% active; AID 720509, 2013;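 active means inhibition above a per-campaign cutoff: mean of compounds within control limits plus 3 SD, cut at about 15% in these data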;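 further: 0% = median of all compound wells on the plate and 100% = blocking peptide control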
Target sequence (P02675 whole entry, looked up): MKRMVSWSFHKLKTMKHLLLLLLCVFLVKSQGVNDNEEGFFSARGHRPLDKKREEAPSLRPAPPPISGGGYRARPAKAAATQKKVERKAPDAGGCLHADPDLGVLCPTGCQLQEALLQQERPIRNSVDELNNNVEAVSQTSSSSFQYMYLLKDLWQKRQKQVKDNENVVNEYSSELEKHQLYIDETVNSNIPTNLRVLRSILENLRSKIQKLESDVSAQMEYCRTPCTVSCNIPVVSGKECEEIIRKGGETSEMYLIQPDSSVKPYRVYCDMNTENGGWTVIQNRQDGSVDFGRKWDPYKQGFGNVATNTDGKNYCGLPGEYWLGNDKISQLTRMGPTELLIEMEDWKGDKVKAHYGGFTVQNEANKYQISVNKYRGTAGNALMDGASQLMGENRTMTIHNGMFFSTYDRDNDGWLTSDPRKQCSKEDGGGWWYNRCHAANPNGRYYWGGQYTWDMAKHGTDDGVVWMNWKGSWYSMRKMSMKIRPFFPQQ
Tn7 DDE FP – inhibitors of Tn7 peptide binding to fibrin DD(E), primary screen, biochemical, fluorescence polarization, human fibrin, Tn7 probe; Fibrinogen beta chain (Homo sapiens), P02675; FP displacement of FITC-Tn7 peptide from fibrin DD(E); 0% = median of compound wells per plate; inhibition, % at 8.3 µM; 370,000 tested, 0.13% active;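 active means inhibition above the mean of compounds falling within the control limits plus 3 SD of them, cut at about 14% in these data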;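 further: 0% = plate median of compound wells and 100% = 10 µM Aha-Tn7 peptide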
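Assay system: human fibrin DD(E). Input: DD(E) 2 µM final. Medium: Tris buffer with calcium and detergent, pH 7.8. Compound dosing: single point at 8.3 µM. Timing: 10 min plus 3 h, room temperature. Technique: fluorescence polarization of the labelled Tn7 tracer. Read-out: percent inhibition. Replicates: singlicate testing.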
PLCb3 inh – human PLC-beta3 inhibitors, primary screen, biochemical, fluorescence | 1-phosphatidylinositol 4,5-bisphosphate phosphodiesterase beta-3 (Homo sapiens), Q01970 | Purified PLC-beta3, fluorogenic substrate | inhibition, % at 12.2 µM | 370,000 tested, 0.18% active | AID 720704, 2013; in the data active means inhibition above about 11%;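 further: 0% = median of compound wells on plate and 100% = full blocker control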
An asterisk follows results filed as active; i = inactive; · = not tested or not shown.

Sequence of screens – PLCg1 inh	ARFGAP1 inhibitor	proKLK7 act	MBD2 DNA inh	UHRF1 binding	ASAP1 GAP inh	ADAM17 inh	DDE Tn6 FP inh	Tn7 DDE FP	PLCb3 inh
CCOc1ccccc1NS(=O)(=O)c1ccc(-c2cnc(C3CC3)o2)cc1
    1.2	-4.5	0.1	-2.8	-2.2	17.3	9.9*	1.7	-4.8	-4.7
CC(C)CN(C(=O)CN1C(=O)C2CCCCC2C1=O)c1c(N)n(Cc2ccccc2)c(=O)[nH]c1=O (stereo not given)
    -2.5	10.3	-0.1	1.9	2.9	10.2	-1.2	2.2	-5.4	-10.1
O=C(/C=C/c1ccccc1)NC(=S)NNC(=O)c1ccco1
    -10.1	-4.2	0.5	-3.2	-5.8	-0.2	-1.3	8.2	4.2	-13.5
CC(C)C(=O)c1cn(CC(=O)N2CCCc3ccccc32)c2ccccc12
    0.6	5.7	1.0	-3.2	-0.8	5.0	0.4	-2.1	2.6	-0.3
O=C(NNc1ccccn1)C(c1ccccc1)c1ccccc1
    -80.4	-2.6	5.5	-4.2	12.8	-11.1	-33.6	4.1	5.1	-79.8
CCCSc1nnc(CNC(=O)C23CC4CC(CC(C4)C2)C3)n1Cc1ccccc1
    1.4	-1.4	-0.2	-3.6	-1.3	-6.2	2.4	4.2	3.0	1.8
COc1ccc(-c2ccc3oc(-c4ccsc4)c(-c4ccc(OC)cc4)c3c2)cc1
    0.8	-5.4	-0.6	-3.4	-2.7	9.1	-2.8	4.9	3.5	2.4
CSc1ccccc1NC(=O)COc1ccc2c(c1)OCO2
    -4.0	-3.2	0.1	-0.6	-3.0	2.9	-2.9	2.5	1.3	-9.6
CC1CCCCN1CCNC(=O)c1ccc2c(c1)N(Cc1ccccc1F)C(=O)c1ccccc1S2=O (stereo not given)
    2.2	-2.5	0.1	-3.0	-1.1	13.8	1.1	-0.7	-3.5	-3.2
O=C(O)CCC(=O)N1CCC[C@H]1C(=O)O
    -2.6	-0.6	0.0	1.1	-1.4	-12.4	-3.7	3.1	-6.6	2.9
O=C(COC(=O)CCSc1ccccc1)Nc1cc(F)ccc1F
    -0.1	3.3	-0.4	2.0	2.0	-3.3	-1.2	-2.3	-1.2	-8.1
COc1ccc2oc3ccc(OC)cc3c(=O)c2c1
    -270.0	19.1	1.1	5.5	-3.7	7.9	-115.1	-2.3	-2.1	-321.4
Cc1ccc(OC(C)C(=O)Nc2ccncc2)cc1 (stereo not given)
    1.8	10.5	-0.2	-1.2	-2.5	-7.5	-0.2	0.4	-4.3	-3.8
COC(=O)C[C@H]1C=C[C@H](NS(=O)(=O)c2cn(C)cn2)[C@@H](CO)O1
    4.0	5.1	-0.3	-1.2	1.6	-8.9	-0.4	-2.4	4.3	-0.3
Cc1cc(C)n(C(C)CC(=O)Nc2ccc(-c3ccno3)cc2)n1 (stereo not given)
    -1.2	2.0	0.2	2.5	2.1	-5.0	-3.5	-7.3	0.6	-13.1
CN(C)CCNC(=O)c1cc2c(s1)-c1ccccc1OC2
    i	-2.8	68.5*	-10.6	-6.3	7.6	i	-2.7	1.3	i
CN(CCN1CCOCC1)C(=O)C1CCC(=O)N(Cc2ccc(Cl)cc2)C1 (stereo not given)
    2.9	5.1	-0.3	1.6	-0.4	-1.8	2.2	3.7	-11.2	8.4
CCOC(=O)C(C)N1CC(=O)N(c2ccccc2)C1=O (stereo not given)
    -0.3	0.0	0.8	-4.4	-1.5	-8.2	1.4	5.0	-1.1	-3.4
Cc1c(C(=O)C(=O)NCCc2ccc(S(N)(=O)=O)cc2)c2ccccc2n1C
    2.1	4.1	-0.3	0.9	-1.0	12.0	1.7	-5.5	0.0	7.2
Cc1cccc(/C=C(\c2nc3ccccc3[nH]2)S(=O)(=O)c2ccccc2)c1
    -4.8	5.1	-0.3	4.0	0.3	9.0	-3.3	-5.8	0.2	-6.0
CCc1ccc(OC(=O)Cc2ccc(OC)c(S(=O)(=O)N3CCOCC3)c2)cc1
    -0.6	-3.8	0.3	3.5	-0.1	-1.9	-0.6	-1.2	7.2	-8.7
Cc1cc(NC(=O)CC(F)(F)F)n(-c2ccccc2)n1
    1.6	-7.3	0.3	-3.9	-0.7	-5.1	1.3	-1.8	1.0	2.0
CCC(C)(C)n1nnnc1C(c1cc2ccc(OC)cc2[nH]c1=O)N1CCCCC1 (stereo not given)
    -139.6	-2.3	-1.2	-4.4	-5.1	2.7	-21.9	-2.4	-0.7	-185.2
COc1ccc(S(=O)(=O)N2CCC(C(=O)NCc3ccco3)CC2)cc1C
    3.8	-4.6	1.0	8.0	6.2	-1.1	-5.2	-6.2	2.0	-7.9
CCC(C)(C)n1nnnc1C(c1cccnc1)N1CCCc2ccccc21 (stereo not given)
    -3.8	-1.1	-0.5	-1.9	-1.4	-5.2	-2.9	5.5	1.1	-5.0
CCOC(=O)c1ccc(S(=O)(=O)N2CCN(C(=O)C3CSC4(C)CCC(=O)N34)CC2)cc1 (stereo not given)
    3.0	-0.5	0.0	3.1	-0.2	5.2	0.1	-2.0	-4.0	-0.1
Cc1cc(Nc2cc(C(=O)O)ccc2C)n2ncnc2n1
    2.8	-2.1	0.1	0.8	-0.8	0.5	-1.0	-4.0	-2.8	2.4
Cc1ccc(C(=O)Nc2nn(C)c3cccc(F)c23)cc1
    3.5	5.8	0.6	-1.2	5.6	3.2	3.5	1.0	-4.0	-5.9
COc1ccc(C(=O)Nc2ccc(NC(=O)Cc3ccccc3)cn2)cc1
    -0.1	-3.2	0.0	-2.8	-1.1	12.1	-0.4	3.4	1.3	-0.8
CCOC(=O)c1sc2nc(-c3ccccc3)ccc2c1N
    -234.6	3.4	0.2	1.0	-2.1	-8.9	-17.4	-0.4	7.1	-310.1

Quoted from the listing.
For PLCg1 inh, `CCOC(=O)c1ccc(S(=O)(=O)N2CCN(C(=O)C3CSC4(C)CCC(=O)N34)CC2)cc1` (stereo not given) has 3.0
For UHRF1 binding, `COc1ccc(C(=O)Nc2ccc(NC(=O)Cc3ccccc3)cn2)cc1` has -1.1

(listing goes on)
Sequence of screens – PLCg1 inh	ARFGAP1 inhibitor	proKLK7 act	MBD2 DNA inh	UHRF1 binding	ASAP1 GAP inh	ADAM17 inh	DDE Tn6 FP inh	Tn7 DDE FP	PLCb3 inh
CC(=O)N1CCc2cc(S(=O)(=O)C(C)CC(=O)Nc3ccc(OC(F)(F)F)cc3)ccc21 (stereo not given)
    1.8	-5.1	0.4	-4.1	-1.6	-2.0	-2.7	-1.7	-0.8	0.0
CCc1ccc(C(=O)NNC(=O)C2CCN(c3ncnc4sc(C)c(C)c34)CC2)cc1
    0.8	-1.2	-0.3	1.0	-1.4	12.5	-1.4	0.8	-3.1	-8.0
Cc1ccnc(NC(=O)Cn2cc([N+](=O)[O-])cn2)c1
    0.3	-3.4	0.4	-0.6	0.9	10.4	-2.2	-4.2	3.8	-0.3
COCC(C)N1CC(O)=C(c2nc(-c3ccc(Cl)cc3)cs2)C1=N (stereo not given)
    -1.9	9.1	0.7	-4.3	-1.4	4.8	-1.2	10.2	7.1	1.8
CCCCNC(=O)c1cc2c(=O)n3cccc(C)c3nc2n(CCN2CCOCC2)c1=N
    -294.0	19.2	16.1*	-8.4	-3.7	-0.9	i	4.4	2.0	-340.5
CC(=O)N1CCN(c2nnc(-c3ccc(C)cc3)c3ccccc23)CC1
    -1.4	6.9	0.2	-2.8	5.2	8.9	2.8	-2.1	-2.8	-6.5
N#Cc1ccc(C(=O)Nc2cc(S(=O)(=O)N3CCCC3)ccc2OCC(F)(F)F)cc1
    -3.2	-3.3	6.1	2.9	2.4	7.4	-3.4	0.5	1.7	-3.6
O=C(COc1ccc2oc(-c3ccco3)cc(=O)c2c1)N1CCCCC1
    i	80.5*	60.7*	-8.6	-7.7	32.3*	i	3.1	-2.4	i
CCCCC(=O)N/N=C/c1ccc(Sc2cccc3cccnc23)o1
    -14.5	0.9	0.2	-11.5	-20.5	10.9	-5.1	2.0	-0.4	-13.8
Nc1nc2cc(Cl)ccc2n1N
    -0.1	-2.7	0.4	1.4	-1.4	-8.3	-1.3	-8.0	-8.4	2.1
C(=N\n1cnnc1)/c1cccn1-c1ccccc1
    4.0	9.2	-0.3	-1.8	-2.4	-1.3	-1.1	1.1	-3.4	8.8
Cc1ccc(-c2sc(-c3ccccc3)nc2CC(=O)Nc2ccccc2F)cc1
    1.1	-6.5	-0.1	-4.8	1.0	-6.0	-0.1	3.0	-4.2	2.4
CC[N+](CC)(CC)C/C=C/CN1CCCCC1
    0.9	5.0	0.7	4.7	1.8	-13.7	0.9	-2.0	-5.9	-0.6
Fc1ccc(-c2nnc3ccc(N4CCCC4)nn23)cc1
    -3.7	12.5	-0.4	-2.8	-6.1	-15.7	0.3	-2.1	-1.0	0.2
CCCCC(=O)N(C)c1c(CC)nc2c(OCCOC)cccn12
    -15.8	-0.8	-0.1	4.0	-3.5	13.3	-5.8	5.5	1.8	-19.0
c1ccc(-c2nc3nc4ccccc4nc3n2CC2CCCO2)cc1 (stereo not given)
    -212.9	-0.8	17.6*	4.5	1.3	8.8	-491.2	-0.3	12.5	-278.1
O=S(=O)(/C=C/c1ccccc1)N1CCN(Cc2ccc3c(c2)OCO3)CC1
    -1.3	-8.1	0.1	0.8	1.1	-0.3	3.6	-4.9	-4.5	4.2
Oc1ccc(-c2n[nH]c(=S)n2Cc2ccco2)cc1
    -0.7	-2.0	0.2	3.7	1.2	-7.2	-2.7	5.1	3.8	0.2
CCOC(=O)[C@]12CCCC=C1N(Cc1ccc(OC)cc1)C(=O)[C@@H]2CC(=O)NCc1ccc(OC)c(OC)c1
    0.7	·	0.2	-0.1	1.8	·	-1.6	6.0	-3.0	2.5
COc1ccc(C(=O)Nc2cccc(S(=O)(=O)NC3=NCCCCC3)c2)cc1
    0.8	-11.7	0.3	7.3	14.0	6.9	-10.2	-4.9	-3.8	-4.5
